TNAP inh hiacc: blocks human TNAP under high phosphate acceptor concentration. inhibition, % at 20 µM. actives 0.03% (n = 200,000). P05186. purified TNAP, CDP-star luminescence, 1 M DEA;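 active = over 50% inhibition of tissue-nonspecific alkaline phosphatase at 20 µM in the single-dose screen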;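 note: plate controls were DMSO wells for no effect and EDTA-quenched wells as full inhibition for full effect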
Target sequence (P05186 whole entry, looked up): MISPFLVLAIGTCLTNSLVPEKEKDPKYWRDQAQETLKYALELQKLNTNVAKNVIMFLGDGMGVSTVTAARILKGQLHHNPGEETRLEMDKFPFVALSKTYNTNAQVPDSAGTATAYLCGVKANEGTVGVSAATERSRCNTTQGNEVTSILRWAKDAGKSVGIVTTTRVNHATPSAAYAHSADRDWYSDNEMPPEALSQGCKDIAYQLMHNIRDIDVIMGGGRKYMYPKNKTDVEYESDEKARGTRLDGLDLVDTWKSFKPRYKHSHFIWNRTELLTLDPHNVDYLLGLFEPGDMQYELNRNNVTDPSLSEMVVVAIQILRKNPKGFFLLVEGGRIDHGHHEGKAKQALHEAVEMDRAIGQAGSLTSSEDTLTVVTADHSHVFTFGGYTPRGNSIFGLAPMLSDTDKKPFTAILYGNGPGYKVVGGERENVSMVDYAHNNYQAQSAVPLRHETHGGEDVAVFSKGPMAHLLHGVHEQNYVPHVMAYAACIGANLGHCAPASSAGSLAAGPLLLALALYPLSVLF
TNAP inh no acc: TNAP (human) inhibition, acceptor-free conditions; P05186; AID 1012; purified TNAP, CDP-star luminescence, 30 min; actives 0.26% (n = 200,000); inhibition, % at 20 µM;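 active = tissue-nonspecific alkaline phosphatase inhibition above about 50% at 20 µM in the single-dose screen, limit read from the data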;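 note: 0% = DMSO negative control and 100% = EDTA positive control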
TNAP act hiacc: TNAP (human) activation, high acceptor; P05186; 200,000 tested, under 10 active; purified TNAP, CDP-star luminescence, 1 M DEA, 30 min; hits give high values; 0 = EDTA background, 1 = DMSO-only activity; activation factor at 20 µM;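 active = activation factor at least 2 at 20 µM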
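Measured by: Luminescent substrate turnover signal | Test system: Human TNAP | Input: TNAP 1/800 final | Dosing: 20 µM single point | Schedule: 30 min, room temperature | Controls: EDTA wells as negative control, DMSO wells as positive control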
FLuc act counter: affects firefly luciferase, flagging false hits in luciferase stimulation screens | activation factor at 10 µM | ATPlite luciferase biochemical, luminescence, 10 min; 0 = ATP-free wells, 1 = DMSO control | 200,000 tested, under 10 active | P08659;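 active = luciferase activation factor, scaled between plate controls, of at least 2 with compound at 10 µM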
Target sequence (P08659 whole entry, looked up): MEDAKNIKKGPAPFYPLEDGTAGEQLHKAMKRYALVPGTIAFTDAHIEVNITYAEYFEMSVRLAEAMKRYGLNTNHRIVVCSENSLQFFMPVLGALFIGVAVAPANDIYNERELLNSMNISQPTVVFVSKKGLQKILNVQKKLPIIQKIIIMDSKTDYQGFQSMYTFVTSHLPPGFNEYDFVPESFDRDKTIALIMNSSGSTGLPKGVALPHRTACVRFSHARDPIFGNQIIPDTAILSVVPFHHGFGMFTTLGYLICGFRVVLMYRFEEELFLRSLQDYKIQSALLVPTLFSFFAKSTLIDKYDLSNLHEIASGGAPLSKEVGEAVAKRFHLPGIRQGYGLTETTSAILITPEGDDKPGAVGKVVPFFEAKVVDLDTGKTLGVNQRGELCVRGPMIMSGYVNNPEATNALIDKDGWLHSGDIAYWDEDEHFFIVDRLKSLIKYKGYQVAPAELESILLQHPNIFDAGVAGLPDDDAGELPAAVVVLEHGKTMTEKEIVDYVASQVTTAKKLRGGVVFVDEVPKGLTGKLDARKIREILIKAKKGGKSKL
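System: luciferase plus luciferin reagent, cell-free; medium: PBS as buffer for the ATP substrate; dosing: test compounds dosed from 2 mM stocks in 100% DMSO; timing: 10 min post-reagent at room temperature; measured by: luminescence measurement of luciferase light output; evaluation: luciferase activation, seen as luminescence increase over controls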
APP 5'UTR act: APP 5'UTR luciferase reporter activation; SH-SY5Y APP 5'UTR luciferase reporter, luminescence; zero percent = DMSO vehicle wells; activation, % at 2 µM; actives 1% (n = 190,000);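 active = activation above a set limit, based on mean plus 3 SD of controls, cut at about 140% in these data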; note: values of inactives mirror those of a sister screen read the other way
FLuc inhib CS: counter-screen for luciferase assay inhibitors: firefly luciferase inhibition; P08659; ATPLite firefly luciferase biochemical luminescence, 10 min; inhibition, % at 10 µM; actives 1.5% (n = 200,000); AID 1006;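 active = inhibition above about 50% when tested at 10 µM, limit read from the data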
PMI act: phosphomannose isomerase (human) activation; P34949; purified human PMI, coupled resazurin fluorescence, 20 min; hits give high values; 1 = vehicle control, 0 substrate-free wells; activation factor at 20 µM; actives 0.005% (n = 190,000);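 active = activation factor of 2 or more at 20 µM, relative to plate controls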
NF-kB neuron act: raises NF-kB expression in human neuronal cells; NF-kB reporter expression; hits give high values; fold change at 12.5 µM; actives 1.6% (n = 190,000); in the data active = fold change above about 3.3
bIAP activator: intestinal alkaline phosphatase (bovine) activation. purified bovine IAP, CDP-star luminescence, 30 min; hits give high values; fold of DMSO-control signal, blank-subtracted. activation factor at 20 µM. actives 0.17% (n = 200,000). AID 1016;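 active = activation factor of 2 or more at 20 µM, a signal rise over negative controls twice the positive control's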
PMI act satM6P: increases human PMI activity with near-saturating mannose 6-phosphate; coupled PMI enzyme assay, resazurin fluorescence, 20 min; hits give high values; 1 = untreated enzyme, 0 = substrate-free blank; activation factor at 20 µM; AID 1216; P34949; actives 0.34% (n = 190,000);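 active = activation factor of 2 or more at 20 µM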
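Test system: human phosphomannose isomerase with PGI, G6PDH, diaphorase coupling enzymes; Amount: PMI at 15 ng/mL final; Reagent: Mannose-6-phosphate 1.0 mM (near-saturating) plus 0.22 mM NADP+; Timing: 20 min, room temperature; Technique: resorufin fluorescence at Ex 544/Em 590 nm; Dosing: 20 µM single dose.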
Active calls of the source: *; nt = no result given. Random draw from the library, and some 3.6% of all compounds hit somewhere here.

SMILES | TNAP inh hiacc | TNAP inh no acc | TNAP act hiacc | FLuc act counter | APP 5'UTR act | FLuc inhib CS | PMI act | NF-kB neuron act | bIAP activator | PMI act satM6P
Cc1c(N/C=C(\Cl)C(=O)C(F)(F)F)c(=O)n(-c2ccccc2)n1C | 1 | 3 | 1 | 1 | 5 | -3 | 1.4 | 1.4 | 1 | 1.5
COc1cccc(C2CC(c3ccccc3Cl)n3nnnc3N2)c1 (stereo not given) | -2 | -4 | 1 | 1.1 | 13 | -8 | 0.9 | 1.2 | 0.9 | 0.9
Cc1ccsc1C(=O)OCC(=O)N1CCN(C(=O)c2ccco2)CC1 | -4 | 10 | 1 | 1 | -6 | -3 | 1 | 1.4 | 1 | 1
O=C1CCCc2c1cc(C(=O)NCc1ccco1)c(=O)n2-c1ccc(Cl)cc1 | 0 | 0 | 1 | 1.1 | -11 | -6 | 0.8 | 1.3 | 1.1 | 0.9
Cc1cccc(Cn2cnc3c(nnn3Cc3ccccc3F)c2=O)c1 | -8 | -4 | 1.1 | 1.1 | -7 | -10 | 1.1 | 1.2 | 0.9 | 1
Cc1cc(C(=O)OCC(=O)Nc2ccccc2F)c(C)o1 | -4 | -11 | 1 | 1 | -7 | 0 | 0.9 | 1.4 | 1 | 1
Nn1c(SCC(=O)Nc2ccc(F)c(F)c2)nnc1C1CCCCC1 | 0 | -9 | 1 | 1 | 1 | -2 | 1.1 | 0.89 | 1 | 1
Cc1c(Cl)cccc1-n1ccnc1SCC(=O)O | -10 | -4 | 1.1 | 1.1 | -5 | -9 | 1.1 | 1 | 1 | 1
CCCCn1c(C)nc2c(=O)n(C)c(=O)[nH]c21 | -2 | -8 | 1 | 1.1 | 3 | -8 | 0.9 | 1.2 | 1 | 1
O=C(O)CCCC(=O)N1N=C(c2c(-c3ccccc3)c3cc(Cl)ccc3[nH]c2=O)CC1c1cccs1 (stereo not given) | -4 | 2 | 1 | 1.1 | 10 | -10 | 1 | 1 | 0.9 | 0.9
Cc1ccc(C(=O)N2CCSC2=S)cc1 | -4 | -4 | 1 | 1.1 | -17 | -7 | 1 | 1 | 1 | 1.1
CC(C)(C)NC(=O)CSc1nnc(SCC(=O)NC(C)(C)C)s1 | 1 | -4 | 1 | 1.1 | 2 | -6 | 1.1 | 1.1 | 1.1 | 1
Cn1c(=O)c2c(nc(N3CCCCC3)n2CCCNC2=NCCCC2)n(C)c1=O | 0 | -12 | 1 | 1 | 0 | -4 | 0.9 | 1.3 | 1.1 | 0.9
Cc1nnc(N/N=C\c2ccc(-c3cccc(C(=O)O)c3)o2)n1N | -3 | -24 | 1 | 0.9 | 20 | 12 | 1.2 | 0.99 | 1.1 | 0.6
CCOc1cc(NC(=S)NCc2ccco2)c(OCC)cc1NC(=O)C1CC1 | 0 | -5 | 1 | 1.2 | -2 | -19 | 0.9 | 1.1 | 1 | 0.8
NS(=O)(=O)c1cccc(NC(=S)NC(=O)C23CC4CC(CC(C4)C2)C3)c1 | 14 | 11 | 0.9 | 1 | 13 | -2 | 1 | 1.7 | 1 | 1.5
CC(=O)O[C@]1(C(C)=O)CC[C@H]2[C@@H]3C[C@H](C)C4=CC(=O)CC[C@]4(C)[C@H]3CC[C@@]21C | 4 | 0 | 1 | 1 | 31 | 1 | 0.9 | 0.54 | 0.9 | 0.9
O=C(Cn1ncc(N2CCOCC2)c(Br)c1=O)c1ccc(Cl)cc1 | -6 | 1 | 1.1 | 1 | 26 | -4 | 1.1 | 0.93 | 0.9 | 1.2
O=C(COC(=O)c1ccccc1Br)NCCC1=CCCCC1 | 0 | -6 | 1 | 1 | 7 | 1 | 0.9 | 1 | 1 | 0.9
O=C(c1cccc(Cl)c1)N1CCn2c1nc1ccccc12 | -4 | -14 | 1 | 1 | 6 | -3 | nt | 1.3 | 0.9 | nt
COc1ccc(N2CCN(C(=O)CC34CC5CC(CC(C5)C3)C4)CC2)c([N+](=O)[O-])c1 | 7 | -10 | 0.9 | 1 | 15 | -2 | 0.8 | 0.8 | 0.9 | 0.9
Cc1cccn2cc(-c3ccc(F)cc3)cc12 | -6 | -8 | 1.1 | 1 | 19 | -4 | 1.6 | 1.6 | 0.9 | 1.3
COc1cc(C(=O)CSc2nnc(-c3ccc(O)cc3)n2CC2CCCO2)ccc1NC(C)=O (stereo not given) | -4 | -9 | 1 | 1.1 | -7 | -7 | 1.1 | 0.96 | 1 | 1.3
O=C1CCc2cc(S(=O)(=O)NC(C(=O)NCc3cccnc3)c3ccccc3)ccc2N1 (stereo not given) | -6 | -16 | 1.1 | 1 | 8 | -3 | 0.9 | 1.1 | 1 | 0.9

Single values from the list.
For APP 5'UTR act, COc1cc(C(=O)CSc2nnc(-c3ccc(O)cc3)n2CC2CCCO2)ccc1NC(C)=O (stereo not given) reads -7
For NF-kB neuron act, CCOc1cc(NC(=S)NCc2ccco2)c(OCC)cc1NC(=O)C1CC1 reads 1.1

(listing goes on)
SMILES | TNAP inh hiacc | TNAP inh no acc | TNAP act hiacc | FLuc act counter | APP 5'UTR act | FLuc inhib CS | PMI act | NF-kB neuron act | bIAP activator | PMI act satM6P
CCc1nnc(NC(=O)CSc2nnc(-c3ccoc3C)n2CC(C)C)s1 | -9 | -6 | 1.1 | 1.1 | 0 | -7 | 1.1 | 1.1 | 0.9 | 1.1
O=C(NC(=S)N1CCCCCC1)C1CC1 | -3 | -6 | 1 | 1.1 | 5 | -5 | 1.1 | 0.79 | 1.1 | 1.2
CCOc1cc(C2CC(=O)c3c(ccc4ccccc34)N2)ccc1O (stereo not given) | -5 | -10 | 1.1 | 1.1 | -7 | -7 | 0.9 | 0.9 | 1 | 0.8
COc1ccccc1C(=O)Nc1ccc(C(=O)c2ccccc2)cc1 | -6 | -6 | 1.1 | 1 | 30 | 4 | 0.8 | 1.6 | 0.8 | 0.9
O=C1c2ccccc2C2=Nc3ccccc3SC(c3ccc(Cl)cc3)C12 (stereo not given) | 11 | 10 | 0.9 | 1.1 | -9 | -6 | 0.8 | 0.63 | 0.9 | 0.9
CCOC(=O)CSc1nc(C)cc(C)c1C(N)=O | -4 | -21 | 1 | 1.1 | 0 | -8 | 1.1 | 1 | 0.9 | 1
COCc1[nH]nc2c1C(C1C=CCCC1)C(C#N)=C(N)O2 (stereo not given) | 1 | 14 | 1 | 1 | -2 | -3 | 1 | 0.76 | 0.9 | 1
COCCOC(=O)c1c(NC(=O)CSc2cccc[n+]2[O-])sc(C(N)=O)c1C | -6 | -12 | 1.1 | 1.1 | -6 | -6 | 1.1 | 1.1 | 1.1 | 1.1
CCc1ccc(N2C(=O)C3ON(c4ccccc4)C(c4ccco4)C3C2=O)cc1 (stereo not given) | -6 | 1 | 1.1 | 1.1 | -14 | -5 | 0.9 | 1.2 | 1 | 0.8
CC(C)N(CC#CC(O)(c1ccccc1)c1ccccc1)CCO | -4 | -15 | 1 | 1.1 | 14 | -6 | 1.1 | 1.2 | 1 | 0.9
CCOC(=O)CC(=O)CSc1nc2sc(C)cc2c(=O)n1Cc1ccco1 | -7 | -14 | 1.1 | 1 | 7 | 1 | 0.9 | 0.71 | 1 | 0.8
CSCCC(NS(=O)(=O)c1ccc(Cl)cc1)C(=O)OCC(=O)c1c(C)[nH]c2ccccc12 (stereo not given) | -4 | -10 | 1 | 1 | 1 | -2 | 0.8 | 0.66 | 1 | 0.8

An excerpt of these results, tab-delimited:
SMILES	TNAP inh hiacc	TNAP inh no acc	TNAP act hiacc	FLuc act counter	APP 5'UTR act	FLuc inhib CS	PMI act	NF-kB neuron act	bIAP activator	PMI act satM6P
CCc1nnc(NC(=O)CSc2nnc(-c3ccoc3C)n2CC(C)C)s1	-9	-6	1.1	1.1	0	-7	1.1	1.1	0.9	1.1
O=C(NC(=S)N1CCCCCC1)C1CC1	-3	-6	1	1.1	5	-5	1.1	0.79	1.1	1.2

Next structures follow.
SMILES | TNAP inh hiacc | TNAP inh no acc | TNAP act hiacc | FLuc act counter | APP 5'UTR act | FLuc inhib CS | PMI act | NF-kB neuron act | bIAP activator | PMI act satM6P
CC(=O)c1ccc(NC(=O)/C=C/c2ccc(C)cc2)cc1 | -7 | -5 | 1.1 | 1 | 10 | 2 | 1 | 1.4 | 1 | 1
Cc1sccc1/C=N/NC(=O)c1cccc2ccccc12 | -3 | -9 | 1 | 1 | -5 | -2 | 1.1 | 1.1 | 0.9 | 1
O=C(CNC(=O)C1COc2ccccc2O1)N/N=C/c1ccc(O)cc1O (stereo not given) | -2 | -148 | 1 | 1.1 | -6 | -7 | 1.1 | 1.6 | 1.1 | 1.3
Cc1[nH]c(=O)[nH]c(=O)c1S(=O)(=O)NCC12CC3CC(CC(C3)C1)C2 | -7 | -2 | 1.1 | 1.1 | -8 | -11 | 1 | 1.1 | 0.9 | 1.1
COc1ccc(CNC(=O)CCNS(=O)(=O)c2cccc3nsnc23)cc1 | -2 | -13 | 1 | 1 | -5 | 1 | 1.1 | 1.1 | 1 | 1.1
CCOC(=O)CC(=O)CSc1nc(-c2cccnc2)cc(C)c1C#N | -5 | -11 | 1.1 | 1 | -10 | -3 | 0.9 | 0.72 | 1.1 | 0.9
O=C(Cn1c(-c2cscn2)nc2ccccc21)Nc1cc(F)ccc1F | -3 | -11 | 1 | 1 | 18 | -2 | 1 | 1.1 | 0.9 | 1
Cc1ccc(Cl)cc1NC(=O)COC(=O)Cn1cnc2c1c(=O)n(C)c(=O)n2C | -5 | -4 | 1.1 | 1.1 | 22 | -7 | 1.2 | 1 | 0.9 | 1.1
CCc1cc2cccc(C)c2nc1SCC(=O)Nc1cc(C)on1 | -5 | -5 | 1.1 | 1.1 | 24 | -6 | 0.9 | 0.99 | 0.9 | 0.9
CCn1cc(C(=O)N2CCCC2)c(=O)c2cc(S(=O)(=O)N3CCOCC3)ccc21 | 2 | -11 | 1 | 1.1 | -2 | -6 | 1 | 1.4 | 1 | 1
CC(OC(=O)COc1ccccc1[N+](=O)[O-])C(=O)Nc1ccc(N2CCOCC2)cc1 (stereo not given) | 0 | -11 | 1 | 1 | 14 | -2 | 1 | 1.2 | 0.9 | 0.9
Cc1cccc(N2CCN(C(=O)CCn3c(=S)[nH]c4cc5c(cc4c3=O)OCO5)CC2C)c1 (stereo not given) | -3 | -12 | 1 | 1.1 | -2 | -6 | 0.9 | 0.47 | 1 | 0.9
CCC(C)NC(=O)c1[nH]c(C)c(C(=O)OC)c1C (stereo not given) | 1 | -32 | 1 | 1 | -8 | 1 | 0.9 | 1.1 | 1.1 | 1.1
Cc1ccc(-n2ncc3c(NCCCN4CCCC4=O)ncnc32)c(C)c1 | 3 | -3 | 1 | 1 | -2 | -3 | 0.9 | 1.1 | 1.3 | 1
O=C1c2ccccc2C(=O)N1CC#CCN1CCN(C2CCCCC2)CC1 | -8 | -10 | 1.1 | 1.1 | -2 | -6 | 1 | 0.9 | 1 | 1.1
NS(=O)(=O)c1ccc(NCc2c(F)cccc2Cl)cc1 | 0 | -3 | 1 | 1 | 2 | -1 | 1 | 1.4 | 0.9 | 1
COc1cccc(CNc2ccccc2O)c1OCc1ccccc1F | 0 | -1 | 1 | 1 | -3 | -3 | 0.9 | 0.99 | 1 | 0.6

Assay outcomes from PubChem BioAssay.
